Bioassay records deposited in PubChem BioAssay by several laboratories.
STEP inh: STEP phosphatase inhibitors, primary screen, biochemical, fluorescence intensity, uHTS; Tyrosine-protein phosphatase non-receptor type 5 (Homo sapiens), P54829; inhibition, % at 20 µM; recombinant STEP, OMFP fluorogenic substrate; AID 588621, 2011; hit rate 0.25% among 360,000;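 active = inhibition at 20 µM, scaled per plate between control wells, above about 37%, limit read from the data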;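 also: 0% = DMSO with enzyme and substrate and 100% = substrate only without enzyme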
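Material: STEP (striatal-enriched tyrosine phosphatase) enzyme, cell-free | Medium: 50 mM Bis-Tris pH 6.0 with 2.5 mM DTT and 0.005% Tween 20 | Read-out: Percent inhibition scaled to no-enzyme and uninhibited-enzyme controls, plate-pattern corrected | Signal: Fluorescence read at 480 nm ex / 540 nm em | Times: 20 min reaction, room temperature, in the dark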
CSN deneddyl inh: inhibitors of CSN-mediated cullin deneddylation, primary screen, biochemical, fluorescence polarization, uHTS; hit rate 0.38% among 360,000; COP9 signalosome complex subunit 5 (Homo sapiens), Q92905; Purified CSN, SCF-Nedd8-OG deneddylation; inhibition, % at 12.5 µM;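 active = pattern-corrected inhibition above about 35%, with an unprinted fluorescence ratio check between 0.5 and 1.5, limit read from the data, passing the limit was not always enough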;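 also: 0% = enzyme with substrate and 100% = substrate without enzyme; some results filed as inactive read as strong as hits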
Target sequence (Q92905 whole entry, looked up, one chain of several): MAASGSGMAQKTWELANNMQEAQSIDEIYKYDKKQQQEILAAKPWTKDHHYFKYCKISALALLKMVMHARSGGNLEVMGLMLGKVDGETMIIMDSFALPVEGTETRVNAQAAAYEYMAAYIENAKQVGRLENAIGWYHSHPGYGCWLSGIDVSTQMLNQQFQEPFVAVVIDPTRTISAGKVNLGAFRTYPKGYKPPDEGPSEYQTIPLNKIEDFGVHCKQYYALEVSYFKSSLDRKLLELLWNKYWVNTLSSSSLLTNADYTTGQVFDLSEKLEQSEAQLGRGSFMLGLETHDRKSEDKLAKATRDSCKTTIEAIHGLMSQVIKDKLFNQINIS
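Assay system: purified human Csn5 enzyme expressed in HEK293T cells; measure: % inhibition; also added: SCFSkp2-Nedd8OG substrate at 10 nM final; technique: fluorescence polarization; times: reaction 90 min, room temperature; medium: Tris buffer pH 7.5, NaCl, DTT, Tween-20, trehalose, ovalbumin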
Rpn11 inh: Rpn11 (PSMD14) deubiquitinase inhibitors, primary screen, biochemical, fluorescence polarization, uHTS. hit rate 0.59% among 360,000. calls only at 20 µM. AID 588493, 2011. human 26S proteasome, Ub4-pepOG fluorescence polarization; 20S core pre-blocked with epoxomicin. 26S proteasome non-ATPase regulatory subunit 14 (Homo sapiens), O00487;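 active = inhibition at 20 µM, scaled to each plate's controls, above about 33%, limit read from the data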
Target sequence (O00487 whole entry, looked up): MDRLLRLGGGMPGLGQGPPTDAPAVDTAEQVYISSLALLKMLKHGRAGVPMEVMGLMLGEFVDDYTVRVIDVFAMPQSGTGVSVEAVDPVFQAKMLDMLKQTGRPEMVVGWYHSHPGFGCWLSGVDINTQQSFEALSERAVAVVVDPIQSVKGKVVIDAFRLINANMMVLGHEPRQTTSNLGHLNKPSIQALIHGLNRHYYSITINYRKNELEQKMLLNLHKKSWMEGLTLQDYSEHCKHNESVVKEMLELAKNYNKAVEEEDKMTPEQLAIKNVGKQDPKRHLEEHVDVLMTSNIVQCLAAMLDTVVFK
DNMT1 inh: human DNMT1 methyltransferase inhibitors, primary screen, biochemical, molecular beacon, fluorescence, HinP1I cleavage, uHTS. DNA (cytosine-5)-methyltransferase 1 (Homo sapiens), P26358. inhibition (reported as % activation of signal), % at 10 µM. hit rate 0.83% among 360,000. AID 588458, 2011; in the data active = inhibition above about 50%
TbMetRS inhib: T. brucei MetRS inhibitors, primary screen, biochemical, luminescence | methionyl-tRNA synthetase (Trypanosoma brucei brucei) | purified T. brucei MetRS, ATP depletion, Kinase-Glo luminescence | inhibition, % at 11.9 µM | hit rate 0.4% among 360,000;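 active = inhibition above a per-plate cutoff of the control wells' mean inhibition plus 3 SD, cut at about 5.5% in these data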;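 also: 0% = DMSO wells median and 100% = median of wells with control inhibitor compound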
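assay system = parasite MetRS enzyme | timing = 15 min preincubation, 2 h reaction, all 25 °C | evaluation = percent inhibition relative to median high and low control wells | medium = HEPES buffer containing pyrophosphatase, BSA, spermine, DTT | compound = single dose, 11.9 µM final nominal, 0.9% final DMSO | detection = Kinase-Glo luminescence, ATP depletion format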
SUMO1-SIM PPI: modulators of SUMO1 protein-protein interactions, primary screen, biochemical, uHTS; Small ubiquitin-related modifier 1 (Homo sapiens), P63165; SUMO1 binding to a labelled peptide, TR-FRET, 1 h; inhibition, % at 20 µM; hit rate 0.33% among 360,000; AID 602429, 2012; in the data active = inhibition above about 37%
Target sequence (P63165 whole entry, looked up): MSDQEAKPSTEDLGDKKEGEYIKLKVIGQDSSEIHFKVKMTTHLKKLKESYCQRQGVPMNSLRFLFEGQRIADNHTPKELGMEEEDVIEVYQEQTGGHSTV
NadD block: inhibitors of S. aureus NadD, primary screen, biochemical, colorimetric, uHTS; Nicotinate-nucleotide adenylyltransferase NadD (Staphylococcus aureus N315); purified NadD enzyme, colorimetric absorbance read-out; inhibition, % at 20 µM; hit rate 0.78% among 360,000; in the data active = inhibition above about 26%; also: some compounds past the cut are filed as inactive
MsrA inh: bovine MsrA enzyme inhibitors, primary screen, biochemical, absorbance, HTS; AID 651718, 2012; hit rate 0.75% among 360,000; purified bovine MsrA, absorbance read-out; Methionine sulfoxide reductase A (Bos taurus); inhibition, % at 15.5 µM; in the data active = inhibition above about 4.5%;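 also: 0% = vehicle wells with enzyme and 100% = reference inhibitor wells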
LMPTP block: LMPTP phosphatase inhibitors, primary screen, biochemical, fluorescence intensity, uHTS. hit rate 0.22% among 360,000. recombinant LMPTP-A, OMFP fluorogenic substrate. Low molecular weight phosphotyrosine protein phosphatase (Homo sapiens), P24666. inhibition, % at 20 µM. AID 651560, 2012;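 active = compounds that cut the enzyme signal by at least half of the control window in the single-dose screen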;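 also: plate controls were DMSO wells with enzyme plus substrate for no effect and substrate without enzyme for full effect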
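Buffer or medium: Bis-Tris pH 6.0, DTT, detergent; Assay system: LMPTP-A enzyme; Quantity: 0.625 nM enzyme; Detection: endpoint fluorescence intensity; Times: 50 min dark incubation at room temperature; Controls: substrate-only low control, DMSO enzyme-plus-substrate high control; Doses: single 20 µM dose; Read-out: percent inhibition versus substrate-only and uninhibited controls; Reagent: 400 µM OMFP.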
Scp-1 inhibitor: Scp-1 phosphatase inhibitors, primary screen, biochemical, colorimetric, uHTS. Carboxy-terminal domain RNA polymerase II polypeptide A small phosphatase 1 (Homo …. Recombinant Scp1, phosphopeptide, malachite green phosphate absorbance. inhibition, % at 20 µM. hit rate 0.88% among 340,000;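 active = inhibition above about 50% at 20 µM, limit read from the data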;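 also: plate controls were DMSO wells with enzyme for no effect and wells lacking enzyme for full effect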
Target sequence (Q9GZU7 76-261 limits assumed): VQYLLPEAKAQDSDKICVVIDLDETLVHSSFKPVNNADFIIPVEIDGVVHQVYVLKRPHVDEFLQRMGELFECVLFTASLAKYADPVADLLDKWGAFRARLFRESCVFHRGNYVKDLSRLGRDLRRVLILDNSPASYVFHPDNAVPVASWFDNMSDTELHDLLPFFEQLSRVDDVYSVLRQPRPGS
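Assay system: SCP-1 catalytic fragment, aa 76-261 | Buffer or medium: Tris acetate buffer pH 5.5 with MgCl2 and Tween-20 | Compound: One concentration, 20 µM, with 1.0% DMSO | Also added: Phospho 17-mer peptide substrate | Signal: Absorbance at 630 nm | Incubation: 45 min enzyme reaction at room temperature | Measure: % inhibition of SCP-1 phosphate liberation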
* marks the source's active call; other numbers are inactive results; i = inactive. Not a hit list (roughly 3.9% active in at least one column).

STEP inh | CSN deneddyl inh | Rpn11 inh | DNMT1 inh | TbMetRS inhib | SUMO1-SIM PPI | structure | NadD block | MsrA inh | LMPTP block | Scp-1 inhibitor
-2 | 2 | i | -1 | -0.7 | 5 | COc1ccc(NC(=O)c2ccccc2NC(=O)C2CCCCC2C(=O)O)cc1 (configuration not stated) | -7 | -0.1 | -0.6 | 0
-1 | 1 | i | 1 | -0.7 | -25 | N=NC(=O)c1ccccc1Nc1c(O)[nH]c2ccccc12 | -6 | 1.4 | 2.6 | 7
2 | 10 | i | -41 | -0.5 | -2 | COc1ccc(/C=N/Nc2nc(NCc3ccco3)nc(Nc3ccc(OC)cc3)n2)cc1 | 9 | 0.9 | 0.1 | 3
0 | 2 | i | 2 | 0.4 | -5 | COc1ccc(/C=C/C(=O)c2cc(Cl)cc(Cl)c2O)c(OC)c1 | -1 | -1.1 | 1.6 | -7
2 | 3 | i | 1 | 0.0 | 3 | COc1cc(C2NC(=O)NC(C)=C2C(=O)OC(C)(C)C)ccc1OCC(N)=O (configuration not stated) | 0 | 0.1 | -0.9 | -7
0 | 2 | i | -2 | -1.0 | -4 | COc1ccccc1N=Nc1[nH]c2ccc(C)cc2c1O | 3 | 0.3 | 0.7 | 2
3 | 0 | i | 1 | -0.3 | 0 | O=S(=O)(Cc1ccccc1)N1CCCc2ccccc21 | 0 | 0.1 | -0.4 | -5
-2 | 0 | i | 5 | -0.2 | 1 | CN(CC(=O)Nc1ccccc1C(F)(F)F)C(=O)CSc1nnc(N)s1 | -1 | -0.4 | -0.7 | -7
-5 | -5 | i | 5 | -1.0 | -12 | COc1ccc(C(=O)NNC(=O)c2cnccn2)cc1[N+](=O)[O-] | -1 | 3.5 | 0.0 | -7
3 | 4 | i | 2 | -0.5 | 14 | COc1ccc(N(CC(=O)Nc2ccc(F)c(F)c2)S(=O)(=O)c2c(C)[nH]c(=O)[nH]c2=O)cc1 | -2 | 0.2 | -0.2 | -2

Brought forward from above: 4 entries; new compounds follow.
STEP inh | CSN deneddyl inh | Rpn11 inh | DNMT1 inh | TbMetRS inhib | SUMO1-SIM PPI | structure | NadD block | MsrA inh | LMPTP block | Scp-1 inhibitor
3 | 0 | i | 1 | -0.3 | 0 | O=S(=O)(Cc1ccccc1)N1CCCc2ccccc21 | 0 | 0.1 | -0.4 | -5
-2 | 0 | i | 5 | -0.2 | 1 | CN(CC(=O)Nc1ccccc1C(F)(F)F)C(=O)CSc1nnc(N)s1 | -1 | -0.4 | -0.7 | -7
-5 | -5 | i | 5 | -1.0 | -12 | COc1ccc(C(=O)NNC(=O)c2cnccn2)cc1[N+](=O)[O-] | -1 | 3.5 | 0.0 | -7
3 | 4 | i | 2 | -0.5 | 14 | COc1ccc(N(CC(=O)Nc2ccc(F)c(F)c2)S(=O)(=O)c2c(C)[nH]c(=O)[nH]c2=O)cc1 | -2 | 0.2 | -0.2 | -2
-1 | -2 | i | 0 | -1.1 | 1 | CCC(=O)Nc1nc(N)n(-c2ccccc2)n1 | -1 | -1.1 | 0.3 | -3
-2 | -1 | i | 3 | -0.1 | 3 | O=C(NCCc1ccccc1)C1CC(=O)N(C2CCCC2)C1 (configuration not stated) | 0 | -0.6 | -0.6 | -7
0 | -1 | i | -7 | -0.1 | -2 | CCN(C(=O)CN1CCCC(C)C1)c1c(N)n(Cc2ccccc2)c(=O)[nH]c1=O (configuration not stated) | 6 | -1.4 | 0.3 | -5
-5 | -2 | i | -9 | -0.6 | -5 | COc1cccc(CNc2ccc3c(c2)CCC3)c1 | 9 | 0.0 | 1.3 | 0
0 | 3 | i | -2 | -0.5 | -1 | c1nnc(NC2=NCCCCC2)s1 | 5 | 0.8 | -0.4 | -3
0 | -3 | i | 0 | -1.2 | 1 | O=C(O)CCc1nn2c3ccccc3n(Cc3ccccc3)c2nc1=O | 4 | 0.4 | -0.9 | 9
-1 | 2 | i | 0 | -0.1 | -3 | CN(CCc1ccccc1)C1CCCN(S(=O)(=O)c2cccc(F)c2)C1 (configuration not stated) | -2 | -0.1 | 0.0 | -3
2 | 2 | i | 3 | -0.2 | -11 | COC(=O)c1ccc(/C=N/NC(=O)CC(=O)NCC(C)C)cc1 | -3 | -0.2 | -0.2 | -1
0 | 3 | i | -22 | -1.3 | 3 | Nc1ccc(O)cc1C(=O)OCC(=O)C12CC3CC(CC(C3)C1)C2 | 26 | 0.8 | 1.6 | -8
-1 | -6 | i | -6 | 0.5 | -3 | O=C(CSc1nnc(C2CC2)n1-c1ccccc1)Nc1ccc(N2CCOCC2)cc1 | 2 | 0.8 | 0.9 | -2
1 | -4 | i | 3 | 0.5 | 3 | CC(=O)NS(=O)(=O)c1cccnc1Nc1cccc(Cl)c1C | 1 | -0.1 | -2.1 | 0
1 | 2 | i | 2 | -0.1 | -20 | COc1ccc2oc(-c3ccco3)cc(=O)c2c1 | -2 | 3.1 | 0.3 | -5
-2 | -5 | i | -3 | -0.5 | -9 | Cc1cc(C)c2cc3c(ccn3C3OC[C@H](O)[C@H](O)[C@H]3O)cc2n1 (some centres not stated) | -1 | 0.1 | 3.2 | -9
-2 | 0 | i | 2 | -0.5 | -3 | COc1ccc(C(CNC(=O)C(CCSC)NC(=O)c2ccccc2Cl)N2CCOCC2)cc1 (configuration not stated) | -1 | -0.6 | -0.1 | 1
0 | 0 | i | -2 | 0.0 | -4 | Cn1nc(CC#N)c2c(=N)n(N)cnc21 | -2 | 0.7 | -0.9 | -3
-1 | 3 | i | 1 | -1.0 | -2 | COc1ccc(CNC(=O)CN2CCN(c3ccc(F)cc3)CC2)cc1 | -5 | 1.6 | -0.8 | -1
4 | 1 | i | 8 | -1.3 | -4 | CCN1CCCC1CNC(=O)c1ccccc1Cl (configuration not stated) | 0 | -0.4 | 0.3 | -3
0 | -6 | i | 1 | -0.2 | -3 | O=C(CN(c1ccccc1)S(=O)(=O)c1ccc(F)cc1)NC1CCS(=O)(=O)C1 (configuration not stated) | 2 | 0.1 | -1.6 | -2
-3 | 6 | i | -1 | -0.6 | -9 | CC1CCN(S(=O)(=O)c2ccc3c(c2)N(CC(=O)NCCCN2CCCCC2C)C(=O)CS3)CC1 (configuration not stated) | -5 | -0.1 | -5.5 | 3
-1 | 2 | i | 1 | -0.7 | 2 | O=C(CSc1nnc(NC(=O)C2CC2)s1)NCc1cccs1 | 0 | 1.2 | 0.1 | -1
-3 | 3 | i | 17 | -0.3 | 2 | CCN(C(=O)COC(=O)CCCOc1ccc(Cl)cc1C)c1c(N)n(Cc2ccccc2)c(=O)[nH]c1=O | 2 | 0.3 | 3.4 | -5
-12 | -3 | i | 1 | -0.8 | -7 | Cc1ccc(-n2nnnc2SCn2nnc3ccccc3c2=O)c(C)c1 | -8 | -0.8 | -0.3 | -15
-4 | 0 | i | 1 | -0.4 | 3 | CCCn1c2ccccc2c2cnn(CC(=O)NCCCN3CCCCC3CC)c(=O)c21 (configuration not stated) | -3 | 1.9 | 1.7 | -2
-1 | -2 | i | -1 | -0.2 | -2 | Cc1noc(C)c1C(=O)N1CCN(c2ccccc2O)CC1 | 3 | 0.9 | -0.7 | -6
1 | 2 | i | 3 | -0.5 | 0 | O=C(C1CC1)N(Cc1nc2ccccc2c(=O)[nH]1)Cc1cccs1 | -5 | -0.7 | -0.4 | -7
1 | -1 | i | 5 | -1.1 | 4 | Cc1ccc(F)cc1NC(=O)C1CCN(c2cnccn2)CC1 | 6 | 0.8 | -1.2 | -5
-3 | -10 | i | -1 | -0.5 | -2 | Cc1nn(C)cc1CN(C)C(=O)c1cc2nc(-c3ccco3)cc(C(F)(F)F)n2n1 | 2 | 2.4 | 0.9 | 3
4 | 13 | i | 23 | -0.4 | -37 | CCCN1C(=O)/C(=C\C=C2/Sc3ccccc3N2CCO)SC1=S | 23 | 1.9 | 7.5 | -4
-2 | 3 | i | 1 | 0.2 | -26 | CCOC(=O)C1CCN(C(=O)C2CCN(S(=O)(=O)c3cccc4nsnc34)CC2)CC1 | 1 | -0.2 | -0.6 | 1
-5 | 16 | i | 6 | 0.1 | -29 | O=C(O)c1cccc2c1C(=O)c1ccc(N3CCCC3)cc1S2(=O)=O | -2 | 1.0 | -0.1 | 0
0 | -3 | i | 1 | -0.1 | -4 | COc1ccc(Cl)cc1NC(=O)C(OC)c1ccccc1 (configuration not stated) | -7 | 1.1 | 0.5 | -12
-2 | -4 | i | 5 | -0.1 | -1 | CC(=O)Oc1ccc(-c2ccc(C(=O)O)cc2)cc1 | 2 | 1.0 | -2.4 | 0
2 | -8 | i | -1 | -0.4 | -27 | O=C(NCCN1CCOCC1)c1ccc([N+](=O)[O-])cc1[N+](=O)[O-] | 4 | 0.4 | -1.8 | -5
2 | -3 | i | -6 | -0.3 | 48* | Cc1ccc(Cl)cc1N1CCN(C(=O)c2cc3c(=O)n(C)c4ccccc4c3n2C)CC1 | 19 | 0.3 | 7.3 | -8
3 | -5 | i | 0 | 0.1 | -2 | COc1cccc(Nc2cc(C)nc3ccccc23)c1 | 3 | 1.9 | 40 | -2
